Wnt act: Wnt/beta-catenin pathway activators, primary screen, cell-based, plate reader, single point | Wnt/beta-catenin reporter cell assay, activator | activation, % at 9.35 µM | hit rate 1.2% among 300,000; in the data active = activation above about 30%, passing the limit was not always enough;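 note: 0% = neutral control wells and 100% = positive control wells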
DSG3 Ab inh: inhibitors of pemphigus antibody binding to DSG3, primary screen, biochemical, bead-based, flow cytometry, scFv-GFP; DSG3-coupled beads, scFv-anti-DSG3-GFP binding; stronger effect = lower value; hit rate 0.48% among 310,000; binding (percent of control), % at 10 µM;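 active = binding more than 3 SD below its plate's average and above zero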; note: some compounds called inactive have numbers as strong as hits
Target sequence (P32926 whole entry, looked up): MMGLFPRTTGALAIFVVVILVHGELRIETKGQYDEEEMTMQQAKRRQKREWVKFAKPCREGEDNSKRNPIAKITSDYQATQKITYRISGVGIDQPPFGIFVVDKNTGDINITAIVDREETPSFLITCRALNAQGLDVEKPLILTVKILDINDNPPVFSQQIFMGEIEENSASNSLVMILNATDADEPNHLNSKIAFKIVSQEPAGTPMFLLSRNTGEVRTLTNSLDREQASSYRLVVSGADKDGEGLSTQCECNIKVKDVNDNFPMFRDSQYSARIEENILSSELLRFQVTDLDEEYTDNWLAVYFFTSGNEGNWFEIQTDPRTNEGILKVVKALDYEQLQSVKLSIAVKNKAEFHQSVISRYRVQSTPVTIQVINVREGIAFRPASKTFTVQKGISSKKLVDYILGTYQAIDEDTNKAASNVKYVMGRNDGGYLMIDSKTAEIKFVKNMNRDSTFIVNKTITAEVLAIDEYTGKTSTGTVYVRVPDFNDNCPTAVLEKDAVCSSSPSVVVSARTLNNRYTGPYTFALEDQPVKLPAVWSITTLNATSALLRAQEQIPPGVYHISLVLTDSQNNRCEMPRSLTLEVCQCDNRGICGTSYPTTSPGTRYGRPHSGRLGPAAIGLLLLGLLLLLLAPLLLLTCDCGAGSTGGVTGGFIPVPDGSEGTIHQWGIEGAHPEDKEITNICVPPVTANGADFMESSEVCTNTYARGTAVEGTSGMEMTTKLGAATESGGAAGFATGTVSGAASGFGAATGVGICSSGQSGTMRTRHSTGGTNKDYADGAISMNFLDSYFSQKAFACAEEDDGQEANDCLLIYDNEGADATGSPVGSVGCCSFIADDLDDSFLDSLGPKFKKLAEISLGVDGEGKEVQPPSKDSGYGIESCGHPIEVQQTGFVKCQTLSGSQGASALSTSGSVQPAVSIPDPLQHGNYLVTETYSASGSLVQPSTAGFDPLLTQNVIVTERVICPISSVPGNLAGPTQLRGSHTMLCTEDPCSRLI
An asterisk follows results filed as active. This is a subset. The share of hits here may be higher or lower than overall.

Screening CCOc1cc2[nH]c(=S)n(CCC(=O)NC3CCCCC3)c(=O)c2cc1OCC returned Wnt act -2 and DSG3 Ab inh 95.
`O=S(=O)(Nc1ccccc1Br)c1cccc2cccnc12` gave Wnt act 3 and DSG3 Ab inh 100.
Screening N#Cc1ccc(CN2CCN(C(=O)C3CC(=O)N(c4ccc5c(c4)OCCO5)C3)CC2)cc1 (configuration not stated) returned Wnt act -1 and DSG3 Ab inh 95.
Screening Cc1noc(C)c1C(=O)OC(C)C(=O)Nc1ccc([N+](=O)[O-])cc1C(F)(F)F (configuration not stated) returned Wnt act 1 and DSG3 Ab inh 97.
For COc1ccc(C(=O)Oc2ccc(C)cc2)cc1S(=O)(=O)N1CCOCC1 the results were Wnt act -1 and DSG3 Ab inh 97.
For CCc1ccccc1NC(=O)C1CCN(S(=O)(=O)c2ccc(N3CCCC3=O)cc2)CC1 the results were Wnt act -1 and DSG3 Ab inh 99.
Screening COc1ccc(NC(C)=O)cc1S(=O)(=O)NCc1ccc2c(c1)OCO2 returned Wnt act -1 and DSG3 Ab inh 98.
Screening COc1ccccc1N1CCN(C(=O)CCCCCn2c(=S)[nH]c3cc4c(cc3c2=O)OCO4)CC1 returned Wnt act 0 and DSG3 Ab inh 97.
COc1ccc(NC(=O)CSc2nnc3n2CCCCC3)cc1S(=O)(=O)N(C)C was read as Wnt act 0 and DSG3 Ab inh 99.
Cc1cc(OCC(=O)OCC(=O)N2CCCc3ccccc32)ccc1Cl was read as Wnt act -1 and DSG3 Ab inh 104.
For Cc1cccc(CNC(=O)C2CCC(=O)N(CCCc3ccccc3)C2)c1 (configuration not stated) the results were Wnt act -1 and DSG3 Ab inh 104.
`COc1ccccc1OCc1cc(C(=O)N(C)CCC2CCOCC2)no1` gave Wnt act 40* and DSG3 Ab inh 98.
For O=c1cnc2ccccc2n1Cc1ccccc1 the results were Wnt act -1 and DSG3 Ab inh 98.
`O=C(COC(=O)c1cccc(S(=O)(=O)N2CCCC2)c1)Nc1cccc(Br)c1` gave Wnt act 0 and DSG3 Ab inh 103.
For O=C(NCCCN1CCCC1)c1ccc2c(c1)N(Cc1cccc(Cl)c1)C(=O)c1ccccc1S2(=O)=O the results were Wnt act -9 and DSG3 Ab inh 89.
For O=C(CSc1ncccn1)NC1CCCC1 the results were Wnt act -1 and DSG3 Ab inh 103.
Screening O=C(COC(=O)Cc1ccc(Cl)c(Cl)c1)NCCc1ccccc1 returned Wnt act -1 and DSG3 Ab inh 96.
O=C1CN(C(=O)CN2CCN(S(=O)(=O)c3ccccc3F)CC2)c2ccccc2N1 was read as Wnt act -1 and DSG3 Ab inh 97.
`Cc1ccc(C(=O)NCC(=O)OCc2nnc(-c3ccc([N+](=O)[O-])cc3)o2)cc1` gave Wnt act 1 and DSG3 Ab inh 101.
Screening CCOc1ccccc1-n1nnnc1SCC(=O)N(C)C1CCS(=O)(=O)C1 (configuration not stated) returned Wnt act -2 and DSG3 Ab inh 105.
Screening COCCN(C(=O)COC(=O)Cc1ccc(Cl)cc1)c1c(N)n(Cc2ccccc2)c(=O)[nH]c1=O returned Wnt act 15 and DSG3 Ab inh 94.
`O=C(O)Cn1ccc2cc(S(=O)(=O)N3CCCCC3)ccc21` gave Wnt act -3 and DSG3 Ab inh 100.
For COc1ccc(S(=O)(=O)N2CCC(C(=O)N[C@@H](C)C(=O)NCc3cccnc3)CC2)cc1 the results were Wnt act -1 and DSG3 Ab inh 90.
Screening CCCn1c(SCC(=O)N(C)C2CCCCC2)n[nH]c1=O returned Wnt act -2 and DSG3 Ab inh 96.
For O=C(CCCN1C(=O)C(c2ccccc2)Oc2cccnc21)Nc1ccccc1Br (configuration not stated) the results were Wnt act -2 and DSG3 Ab inh 105.
Screening CCOC(=O)Nc1ccc2c(c1)N(C(=O)CN(C)C)c1ccccc1S2 returned Wnt act -2 and DSG3 Ab inh 95.
Screening CCCN(CC1CC1)C(=S)NC(=O)c1ccccc1C returned Wnt act -1 and DSG3 Ab inh 106.
Screening CC1CCCN(CCCNC(=O)c2ccc3c(c2)N(Cc2cccc(Cl)c2)C(=O)c2ccccc2S3=O)C1 (configuration not stated) returned Wnt act -1 and DSG3 Ab inh 98.
Screening O=C(COC(=O)C1COc2ccccc2O1)c1ccc(F)cc1 (configuration not stated) returned Wnt act -3 and DSG3 Ab inh 104.
For O=C(CCNC(=O)N1CC(=O)Nc2ccccc21)NCCc1ccc(Cl)cc1 the results were Wnt act -1 and DSG3 Ab inh 92.
For CSc1cccc(CNC(=O)C2CCC(=O)N(CCc3ccccc3)C2)c1 (configuration not stated) the results were Wnt act 46* and DSG3 Ab inh 102.
For CC(OC(=O)C1=COCCO1)C(=O)NC1CCCCC1 (configuration not stated) the results were Wnt act -1 and DSG3 Ab inh 99.
Cc1cc(C)cc(-n2ncc3c2CCCC3NC(=O)c2ccccc2)c1 (configuration not stated) was read as Wnt act -1 and DSG3 Ab inh 94.
CCCCNC(=O)CNC(=O)c1nn(-c2ccc(OC)c(OC)c2)c(=O)c2ccccc12 was read as Wnt act -4 and DSG3 Ab inh 97.
For Cc1cccc(C)c1NC(=O)c1cc(S(=O)(=O)N2CCC3(CC2)OCCO3)ccc1F the results were Wnt act 3 and DSG3 Ab inh 99.
CN(Cc1cnn(-c2ccccc2)c1)C(=O)c1cccc(S(=O)(=O)N(C)c2ccccc2)c1 was read as Wnt act -1 and DSG3 Ab inh 98.
For CCc1sc(C(=O)N(CCOC)c2c(N)n(Cc3ccccc3)c(=O)[nH]c2=O)cc1C the results were Wnt act -1 and DSG3 Ab inh 96.
For CC(C)(C)c1cc(NC(=O)COC(=O)c2ccccc2)n(-c2ccccc2)n1 the results were Wnt act -3 and DSG3 Ab inh 99.
`CC1CCCC(C)N1CCCNC(=O)C1CCCN(S(=O)(=O)N2CCCCC2)C1` (configuration not stated) gave Wnt act -2 and DSG3 Ab inh 93.
For O=C(C1CC(=O)N(c2ccc(F)c(Cl)c2)C1)N1CCOCC1 (configuration not stated) the results were Wnt act -5 and DSG3 Ab inh 97.
For COc1cccc(CNC(=O)c2ccc(CS(=O)Cc3ccccc3Cl)o2)c1 (configuration not stated) the results were Wnt act -1 and DSG3 Ab inh 87.
Screening O=C(CC1CCCC1)NNC(=O)c1ccccc1O returned Wnt act -2 and DSG3 Ab inh 101.
CC(=O)Nc1ccc(S(=O)(=O)Nc2nnc(C)s2)cc1 was read as Wnt act 0 and DSG3 Ab inh 96.
For CCCNC(=O)CSc1ccc(S(=O)(=O)N(C)C2CCCCC2)cn1 the results were Wnt act -1 and DSG3 Ab inh 101.
For O=C(NC(=S)Nc1cccc(O)c1)C12CC3CC(CC(C3)C1)C2 the results were Wnt act 22 and DSG3 Ab inh 98.
Screening O=C(OCc1ccccc1)C1CCN(S(=O)(=O)c2cccs2)CC1 returned Wnt act -1 and DSG3 Ab inh 104.
`O=C(COc1ccc(S(=O)(=O)N2CCCC2)cc1[N+](=O)[O-])N1CCCCC1` gave Wnt act -1 and DSG3 Ab inh 93.
O=[N+]([O-])c1cccnc1Nc1ccc(Cl)cc1 was read as Wnt act 0 and DSG3 Ab inh 96.
For CC(=O)N1CCc2c(sc(NC(=O)c3ccc([N+](=O)[O-])o3)c2C(N)=O)C1 the results were Wnt act 23 and DSG3 Ab inh 93.
CCc1cccc(NC(=O)CSc2nc(C)cs2)c1 was read as Wnt act -3 and DSG3 Ab inh 106.
For COc1ccc(NC(=O)CCNC(=O)N2CC(=O)Nc3ccccc32)cc1OC the results were Wnt act 3 and DSG3 Ab inh 103.
Screening COc1cc(-c2c(NC(=O)c3ccco3)oc3ccc(Cl)cc3c2=O)cc(OC)c1OC returned Wnt act -3 and DSG3 Ab inh 92.
`COc1ccc(CN2CCNC(=O)C2CC(=O)N(C)C2CCCCC2)cc1OC` (configuration not stated) gave Wnt act 3 and DSG3 Ab inh 97.
`CC(=O)N1c2ccc(S(=O)(=O)NCCC(=O)Nc3ccc(Cl)cc3)cc2CC1C` (configuration not stated) gave Wnt act -4 and DSG3 Ab inh 98.
`Cc1ccc(C(=O)NC(=S)c2c(C)cc3ccccn23)cc1` gave Wnt act 29 and DSG3 Ab inh 94.
For Cc1cccc(CNC(=O)C2CCC(=O)N(CC3CCCCC3)C2)c1 (configuration not stated) the results were Wnt act -1 and DSG3 Ab inh 105.
For Cc1ccc(-c2nc(SC(C)C(=O)NC3CC3)n[nH]2)cc1 (configuration not stated) the results were Wnt act 1 and DSG3 Ab inh 97.
`O=C(CNc1ccc(Br)cc1)Nc1ccc(S(=O)(=O)N2CCCCC2)cc1` gave Wnt act -1 and DSG3 Ab inh 92.
Screening O=C(CNC(=O)c1ccc(Br)cc1)OC1CCOC1=O (configuration not stated) returned Wnt act -13 and DSG3 Ab inh 98.
CC(C)Cn1c(SCC(=O)NC2CC2)nc2ccc(Cl)cc2c1=O was read as Wnt act -1 and DSG3 Ab inh 100.

Fetched by compound from above:
For Cc1ccc(-c2nc(SC(C)C(=O)NC3CC3)n[nH]2)cc1 (configuration not stated) the results were Wnt act 1 and DSG3 Ab inh 97.
For Cc1cccc(CNC(=O)C2CCC(=O)N(CC3CCCCC3)C2)c1 (configuration not stated) the results were Wnt act -1 and DSG3 Ab inh 105.

Other entries follow:
O=C1/C(=C/c2ccc3c(c2)OCO3)SC(=S)N1CCC(=O)N(CCO)c1ccccc1 was read as Wnt act 1 and DSG3 Ab inh 102.
CCN(CC)S(=O)(=O)c1cccc(NC(=O)COC(=O)c2[nH]c(C)c(C(C)=O)c2C)c1 was read as Wnt act -1 and DSG3 Ab inh 98.
`COc1ccc(Cc2nc3ccc(C(=O)N4CCC(C(N)=O)CC4)cc3o2)cc1` gave Wnt act -5 and DSG3 Ab inh 97.
Screening O=C(NNC(=O)c1ccccc1-n1cccc1)c1cccnc1 returned Wnt act -2 and DSG3 Ab inh 97.
`O=C(NC1CCN(Cc2ccccc2)CC1)c1ccc(CS(=O)c2ccccc2Cl)o1` (configuration not stated) gave Wnt act -2 and DSG3 Ab inh 102.
O=Cc1c[nH]c2ccc(S(=O)(=O)N3CCCCC3)cc12 was read as Wnt act 0 and DSG3 Ab inh 101.
`CCCOc1ccc(C(=O)NC(=S)N2CCN(c3ncc4c(=O)c(C(=O)O)cn(CC)c4n3)CC2)cc1` gave Wnt act -1 and DSG3 Ab inh 96.
`O=C(COc1ccc(S(=O)(=O)N2CCOCC2)cc1Cl)NCc1ccc2c(c1)OCO2` gave Wnt act -1 and DSG3 Ab inh 97.
`CC1CCCC(C)N1C(=O)COC(=O)CNS(=O)(=O)c1ccc2ccccc2c1` (configuration not stated) gave Wnt act 1 and DSG3 Ab inh 95.
Screening O=C(NCCN1CCN(Cc2ccccc2)CC1)c1ccc(CS(=O)(=O)c2c(Cl)cccc2Cl)o1 returned Wnt act -1 and DSG3 Ab inh 99.
Screening O=C(CC1CC2CCC1C2)N1CCN(S(=O)(=O)c2ccc(F)cc2)CC1 (configuration not stated) returned Wnt act -4 and DSG3 Ab inh 92.
Screening CCc1nc(NCc2cccs2)c2nnn(Cc3ccccc3)c2n1 returned Wnt act -1 and DSG3 Ab inh 101.
CC(=O)Nc1ccc(S(=O)(=O)N(C)CC(=O)OC(C)C(=O)NC2(C#N)CCCCC2)cc1 (configuration not stated) was read as Wnt act -2 and DSG3 Ab inh 95.
For O=C(NNC(=O)C1CCC1)c1ccc(F)cc1 the results were Wnt act -1 and DSG3 Ab inh 100.
CC(=O)c1ccc(OCC(=O)OCC(=O)c2ccc(S(=O)(=O)N3CCCCC3)cc2)cc1 was read as Wnt act -1 and DSG3 Ab inh 93.
`Cc1c(C)c2cc(Cl)c(OCC(=O)Nc3ccccn3)cc2oc1=O` gave Wnt act 2 and DSG3 Ab inh 106.
For NS(=O)(=O)c1ccc(CNC(=O)c2cc(S(=O)(=O)N3CCOCC3)ccc2N2CCCC2)cc1 the results were Wnt act -23 and DSG3 Ab inh 99.

Molecules listed so far with a Cl atom:
Cc1cc(OCC(=O)OCC(=O)N2CCCc3ccccc32)ccc1Cl was read as Wnt act -1 and DSG3 Ab inh 104.
For O=C(NCCCN1CCCC1)c1ccc2c(c1)N(Cc1cccc(Cl)c1)C(=O)c1ccccc1S2(=O)=O the results were Wnt act -9 and DSG3 Ab inh 89.
Screening O=C(COC(=O)Cc1ccc(Cl)c(Cl)c1)NCCc1ccccc1 returned Wnt act -1 and DSG3 Ab inh 96.
Screening COCCN(C(=O)COC(=O)Cc1ccc(Cl)cc1)c1c(N)n(Cc2ccccc2)c(=O)[nH]c1=O returned Wnt act 15 and DSG3 Ab inh 94.
Screening CC1CCCN(CCCNC(=O)c2ccc3c(c2)N(Cc2cccc(Cl)c2)C(=O)c2ccccc2S3=O)C1 (configuration not stated) returned Wnt act -1 and DSG3 Ab inh 98.
For O=C(CCNC(=O)N1CC(=O)Nc2ccccc21)NCCc1ccc(Cl)cc1 the results were Wnt act -1 and DSG3 Ab inh 92.
For O=C(C1CC(=O)N(c2ccc(F)c(Cl)c2)C1)N1CCOCC1 (configuration not stated) the results were Wnt act -5 and DSG3 Ab inh 97.
For COc1cccc(CNC(=O)c2ccc(CS(=O)Cc3ccccc3Cl)o2)c1 (configuration not stated) the results were Wnt act -1 and DSG3 Ab inh 87.
O=[N+]([O-])c1cccnc1Nc1ccc(Cl)cc1 was read as Wnt act 0 and DSG3 Ab inh 96.
Screening COc1cc(-c2c(NC(=O)c3ccco3)oc3ccc(Cl)cc3c2=O)cc(OC)c1OC returned Wnt act -3 and DSG3 Ab inh 92.
`CC(=O)N1c2ccc(S(=O)(=O)NCCC(=O)Nc3ccc(Cl)cc3)cc2CC1C` (configuration not stated) gave Wnt act -4 and DSG3 Ab inh 98.
CC(C)Cn1c(SCC(=O)NC2CC2)nc2ccc(Cl)cc2c1=O was read as Wnt act -1 and DSG3 Ab inh 100.
`O=C(NC1CCN(Cc2ccccc2)CC1)c1ccc(CS(=O)c2ccccc2Cl)o1` (configuration not stated) gave Wnt act -2 and DSG3 Ab inh 102.
`O=C(COc1ccc(S(=O)(=O)N2CCOCC2)cc1Cl)NCc1ccc2c(c1)OCO2` gave Wnt act -1 and DSG3 Ab inh 97.
Screening O=C(NCCN1CCN(Cc2ccccc2)CC1)c1ccc(CS(=O)(=O)c2c(Cl)cccc2Cl)o1 returned Wnt act -1 and DSG3 Ab inh 99.
`Cc1c(C)c2cc(Cl)c(OCC(=O)Nc3ccccn3)cc2oc1=O` gave Wnt act 2 and DSG3 Ab inh 106.

From PubChem
